# CIT2-GFP yeast: yeast TOR pathway CIT2-GFP modulation; S. cerevisiae CIT2-GFP strain, flow cytometry, 3 h; 100 means same as DMSO wells; GFP response vs DMSO, % at 10 µM; 320,000 compounds, 0.065% hits;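 active = GFP response relative to DMSO above a set limit, near the screen mean plus 3 SD, cut at about 150% in these data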;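 note: ratio of well median GFP fluorescence to mean of DMSO wells on the plate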
# Yeast superoxide: lowers age-related superoxide in aged yeast cells. superoxide response (% of plate mean), % at 10 µM. S. cerevisiae aged cells, superoxide DHE fluorescence; active compounds read low. 330,000 compounds, 0.18% hits. AID 2690;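 active = superoxide response under a set limit, about three screen SD below normal, cut at about 65% in these data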;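 note: yeast aged for seven days with compound at 30 °C before DHE staining; 100% = average MFI of all compound-treated wells on the plate with controls excluded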
# Efflux pump inh: inhibitors of Candida antifungal efflux pumps expressed in yeast. 330,000 compounds, 0.44% hits. S. cerevisiae Candida pump triplex, Nile Red efflux. inhibition, % at 10 µM;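 active = plate passing quality check with inhibition over a set limit, or well fluorescence over plate mean plus 4 SD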;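 note: Nile Red retained in pooled yeast measured as flow cytometry median fluorescence; 0% = buffer negative control and 100% = Enniatin B positive control; higher means more Nile Red kept so more efflux inhibition; some compounds called inactive have numbers as strong as hits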
# LAP4-GFP MLPCN: alters LAP4-GFP fluorescence in TOR pathway yeast screen; S. cerevisiae LAP4-GFP multiplex, flow cytometry GFP, 3 h; median GFP as percent of DMSO wells; GFP response vs DMSO, % at 10 µM; 320,000 compounds, 0.34% hits;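 active = GFP response vs DMSO above a set limit, about the screen mean plus 3 SD, cut at about 150% in these data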
# RPL19A TOR yeast: alters RPL19A-GFP fluorescence in TOR pathway yeast screen; AID 2025; S. cerevisiae RPL19A-GFP strain, flow cytometry, 3 h; active compounds read low; 330,000 compounds, 0.3% hits; percent response vs DMSO, % at 10 µM;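 active = percent response vs DMSO below 50%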;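 note: median channel GFP fluorescence of the barcoded RPL19A-GFP strain; ratio of sample median GFP to plate DMSO average so 100% = DMSO; lower means less RPL19A-GFP as with rapamycin TOR inhibition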
# AGP1 TOR yeast: modulators of TOR pathway AGP1-GFP in S. cerevisiae. 320,000 compounds, 0.02% hits. GFP response vs DMSO, % at 10 µM. S. cerevisiae AGP1-GFP multiplex flow cytometry, 3 h; GFP as percent of DMSO wells;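 active = GFP response relative to DMSO above a set limit, near screen average plus 3 SD, cut at about 150% in these data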;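 note: median GFP channel fluorescence of the gated AGP1 strain per well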
# AHR act: human AHR activation; P35869; AHR-responsive luciferase reporter cells, luminescence; activation, % at 5 µM; 320,000 compounds, 2.5% hits; in the data active = activation above about 47%;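 note: 0% = vehicle wells and 100% = reference agonist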
# Target sequence (P35869 whole entry, looked up): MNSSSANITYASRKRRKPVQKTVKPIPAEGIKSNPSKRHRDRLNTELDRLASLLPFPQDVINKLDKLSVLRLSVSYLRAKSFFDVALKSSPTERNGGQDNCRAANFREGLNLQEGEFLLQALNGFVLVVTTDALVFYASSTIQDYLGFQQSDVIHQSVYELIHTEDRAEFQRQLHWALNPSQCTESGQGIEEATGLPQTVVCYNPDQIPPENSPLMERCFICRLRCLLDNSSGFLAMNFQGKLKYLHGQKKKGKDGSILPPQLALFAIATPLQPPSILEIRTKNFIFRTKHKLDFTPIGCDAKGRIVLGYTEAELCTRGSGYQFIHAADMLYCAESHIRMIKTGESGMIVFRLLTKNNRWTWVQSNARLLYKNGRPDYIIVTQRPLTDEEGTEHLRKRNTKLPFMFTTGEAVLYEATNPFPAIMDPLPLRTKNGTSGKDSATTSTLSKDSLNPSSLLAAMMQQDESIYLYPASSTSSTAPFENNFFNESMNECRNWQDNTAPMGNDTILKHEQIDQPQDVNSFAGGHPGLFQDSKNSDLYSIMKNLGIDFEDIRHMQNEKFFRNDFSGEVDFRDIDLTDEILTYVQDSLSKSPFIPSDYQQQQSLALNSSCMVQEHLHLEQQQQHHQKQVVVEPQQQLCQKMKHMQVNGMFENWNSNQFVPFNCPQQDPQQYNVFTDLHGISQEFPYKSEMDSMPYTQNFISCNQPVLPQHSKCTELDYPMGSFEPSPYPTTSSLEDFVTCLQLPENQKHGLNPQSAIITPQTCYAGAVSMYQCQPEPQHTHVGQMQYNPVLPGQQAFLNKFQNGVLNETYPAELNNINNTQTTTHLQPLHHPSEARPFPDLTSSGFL
# MEP2 TOR yeast: alters MEP2-GFP fluorescence in TOR pathway yeast screen; 330,000 compounds, 0.51% hits; GFP response vs DMSO, % at 10 µM; S. cerevisiae MEP2-GFP strain, flow cytometry GFP, 3 h; 100% = DMSO control level;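 active = GFP response versus DMSO above a set limit, roughly screen mean plus 3 SD, cut at about 180% in these data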;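 note: median GFP fluorescence of the barcode-gated MEP2-GFP cells per well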
# Active calls of the source: *; . = not tested or not shown. Compounds were not picked by outcome; 3.9% or so of the library scored in one or more.
# The opening 14 records, to show the layout:
SMILES,CIT2-GFP yeast,Yeast superoxide,Efflux pump inh,LAP4-GFP MLPCN,RPL19A TOR yeast,AGP1 TOR yeast,AHR act,MEP2 TOR yeast
N#Cc1ccccc1S(=O)(=O)N1CCN(C(=O)c2cc(-c3ccccc3)nn2-c2ccccc2)CC1,102,110,0.0,94,102,98,4,99
COC(=O)CCC(=O)NS(=O)(=O)c1ccc(N=NN2CCOCC2)cc1,103,97,-0.2,114,96,102,2,93
Cn1cc(/C=N/NC(=O)c2ccc(C#N)cc2F)c2ccccc21,103,102,-0.1,108,102,106,31,100
C=CCC[C@H](Cc1ccc(F)cc1)C(=O)OC[C@H](C)NC(=O)[C@H](CC=C)CC(=O)NCCO,93,97,-0.1,106,96,98,1,95
Nc1nc(Cl)nc2c1ncn2C1CC(O)C(CO)O1 (configuration not stated),85,109,0.1,108,98,90,0,96
Cc1cccn2c(=O)c3cc(C(=O)N4CCN(C(=O)c5ccco5)CC4)n(C)c3nc12,112,90,-0.2,108,103,109,10,103
CC(=O)N(C)c1ccc(NC(=O)c2ccc([N+](=O)[O-])cc2Cl)cc1,97,113,0.2,94,100,100,-3,109
COc1ccc2nc(SCc3cnc(C)nc3N)[nH]c2c1,92,108,0.0,100,97,95,0,99
Cc1cc(=O)n(C(C)(C)C)c(=O)n1Cc1ccccc1,91,102,0.1,87,98,87,-1,105
NC(=O)c1cc(S(=O)(=O)NCCCc2ccco2)cs1,109,82,0.0,99,102,102,-1,110
COc1ccc2ccc(O)c(CN3CCN(S(=O)(=O)c4cc([N+](=O)[O-])ccc4C)CC3)c2c1,102,89,-0.4,98,97,97,10,99
CCN(CC)C(=O)c1cc2c(=O)n3ccccc3nc2s1,98,102,0.0,104,95,92,10,104
CC(=O)c1cccc(NC(=O)Cn2cc3c(n2)CCCC3)c1,100,96,0.0,104,100,106,4,111
CCCCn1c(N)c(N(CCOC)C(=O)C2CCN(S(=O)(=O)c3ccc(C)cc3C)CC2)c(=O)[nH]c1=O,90,111,0.2,104,99,110,2,102

# All compounds of this part, previewed entries included:
SMILES,CIT2-GFP yeast,Yeast superoxide,Efflux pump inh,LAP4-GFP MLPCN,RPL19A TOR yeast,AGP1 TOR yeast,AHR act,MEP2 TOR yeast
N#Cc1ccccc1S(=O)(=O)N1CCN(C(=O)c2cc(-c3ccccc3)nn2-c2ccccc2)CC1,102,110,0.0,94,102,98,4,99
COC(=O)CCC(=O)NS(=O)(=O)c1ccc(N=NN2CCOCC2)cc1,103,97,-0.2,114,96,102,2,93
Cn1cc(/C=N/NC(=O)c2ccc(C#N)cc2F)c2ccccc21,103,102,-0.1,108,102,106,31,100
C=CCC[C@H](Cc1ccc(F)cc1)C(=O)OC[C@H](C)NC(=O)[C@H](CC=C)CC(=O)NCCO,93,97,-0.1,106,96,98,1,95
Nc1nc(Cl)nc2c1ncn2C1CC(O)C(CO)O1 (configuration not stated),85,109,0.1,108,98,90,0,96
Cc1cccn2c(=O)c3cc(C(=O)N4CCN(C(=O)c5ccco5)CC4)n(C)c3nc12,112,90,-0.2,108,103,109,10,103
CC(=O)N(C)c1ccc(NC(=O)c2ccc([N+](=O)[O-])cc2Cl)cc1,97,113,0.2,94,100,100,-3,109
COc1ccc2nc(SCc3cnc(C)nc3N)[nH]c2c1,92,108,0.0,100,97,95,0,99
Cc1cc(=O)n(C(C)(C)C)c(=O)n1Cc1ccccc1,91,102,0.1,87,98,87,-1,105
NC(=O)c1cc(S(=O)(=O)NCCCc2ccco2)cs1,109,82,0.0,99,102,102,-1,110
COc1ccc2ccc(O)c(CN3CCN(S(=O)(=O)c4cc([N+](=O)[O-])ccc4C)CC3)c2c1,102,89,-0.4,98,97,97,10,99
CCN(CC)C(=O)c1cc2c(=O)n3ccccc3nc2s1,98,102,0.0,104,95,92,10,104
CC(=O)c1cccc(NC(=O)Cn2cc3c(n2)CCCC3)c1,100,96,0.0,104,100,106,4,111
CCCCn1c(N)c(N(CCOC)C(=O)C2CCN(S(=O)(=O)c3ccc(C)cc3C)CC2)c(=O)[nH]c1=O,90,111,0.2,104,99,110,2,102
CC(=O)N1CCN(c2ccc(S(=O)(=O)N3CCCCC3)cc2[N+](=O)[O-])CC1,100,116,-0.2,91,101,103,1,99
OCCO,97,98,0.0,94,100,103,0,102
COc1ccc(Cn2nnnc2CN2CCC(O)(c3ccccc3F)CC2)cc1,94,97,0.2,103,95,99,2,98
CCn1c(CN2C(=O)CSc3ccccc32)n[nH]c1=S,108,95,-0.2,116,104,114,2,95
O=[N+]([O-])c1ccc(CN2CCCCCC2)s1,90,115,-0.3,102,98,126,0,93
COC(=O)CS(=O)(=O)c1ccsc1C(=O)Nc1ccc(F)cc1,121,93,0.0,109,99,104,0,106
CC1CN(S(=O)(=O)c2cccc(-c3cn4ccccc4n3)c2)CC(C)O1 (configuration not stated),112,85,-0.1,96,99,100,2,101
O=C(NC(=S)NNC(=O)c1ccccc1O)c1ccco1,76,57*,-0.3,119,101,89,15,92
Cc1n[nH]c(C)c1CCC(=O)N/N=C/c1c[nH]c2ccccc12,98,109,0.0,109,99,111,13,95
CCOC(=O)[C@H]1[C@H]2COc3ccc(Br)cc3[C@@H]2N2C(=O)N(c3ccc(F)cc3)C(=O)[C@@]12C,100,96,-0.3,99,99,102,0,99
O=C(Nc1ccccc1C(=O)NC(Cc1c[nH]c2ccccc12)C(=O)O)c1ccco1 (configuration not stated),101,86,-0.2,96,104,101,13,99
COc1ccccc1C(=O)NCCOc1ccc(C(C)(C)C)cc1,107,90,0.0,86,106,108,1,104
COC(=O)C(C(=O)OC)C(C[N+](=O)[O-])c1ccc(O)c(OC)c1 (configuration not stated),104,93,-0.1,104,102,105,1,100
O=C(COC(=O)Cc1c[nH]c2ccccc12)Nc1c(Cl)cccc1C(F)(F)F,97,93,0.1,101,99,102,6,100
CC(=O)Nc1ccc(NC(=O)Cn2cnc3c(cnn3C(C)(C)C)c2=O)cc1,106,89,-0.1,100,100,99,0,101
CCCNC(=O)C12CCC(C)(C(=O)O1)C2(C)C (configuration not stated),105,114,0.0,108,101,111,0,97
CC(/C=C1\SC(=O)N(CCCC(=O)O)C1=O)=C\c1ccccc1,78,111,0.2,114,89,83,-4,100
CN1CCN(c2ccccc2NC(=O)c2ccc(-c3cccc([N+](=O)[O-])c3)o2)CC1,90,93,0.1,92,96,91,9,96
O=C(O)C1CCN(C(=O)c2ccc3c(c2)OCO3)CC1,107,97,0.0,95,102,101,0,99
O=C(N/N=C/c1ccc(Br)s1)c1ccccn1,93,126,0.2,107,100,93,4,96
Cc1cc(OCC(=O)Nc2ccccn2)c2c(C)c(C)c(=O)oc2c1,99,106,0.1,97,98,98,3,111
Cc1ccc2cc3cc(C(=O)NC4CC4)oc3nc2c1,78,112,0.0,108,83,81,-3,107
CC(C)c1ccc2nc(NC(=O)C3CC3)sc2c1,92,109,0.1,120,89,91,89*,94
Cn1ccc2ccc(C3=CC(=O)C[C@H](c4ccc(F)cc4)C3)cc21,91,86,-0.1,107,97,89,15,96
COc1ccc(C(=O)c2oc3ccccc3c2NC(C)=O)cc1,111,100,-0.1,107,105,98,173*,102
COc1ccc(C(=O)NNC(=S)NC(=O)c2ccco2)cc1,93,126,0.0,119,106,105,2,100
CC1CCCN(C(=O)CCS(=O)(=O)c2ccc3c(c2)NC(=O)C(C)S3)C1 (configuration not stated),100,105,0.0,99,102,101,4,112
CCOC(=O)c1c(C)[nH]c(C)c1C(=O)CSc1nnnn1-c1ccccc1,107,91,-0.2,95,99,102,19,99
FC(F)(F)c1nc2ncc(Cl)cc2[nH]1,101,142,0.3,100,101,98,-4,106
Cn1ccsc1=NC(=O)c1cccc(C#N)c1,96,114,0.4,107,99,92,8,101
O=S(=O)(NCc1ccc2c(c1)OCO2)c1ccc2oc3ccccc3c2c1,101,86,-0.1,100,103,102,5,102
CCOC(=O)c1ccc(CNC(=O)c2n[nH]c(=O)c3ccccc23)o1,97,94,0.0,97,101,110,1,106
CC1CCCCC1NC(=O)CN(C)S(=O)(=O)c1cccc2cccnc12 (configuration not stated),99,107,-0.1,110,99,102,7,104
CC1Cc2ccccc2N1c1ncnc2c1nnn2Cc1ccccc1Cl (configuration not stated),103,105,0.1,99,96,96,2,100
CCCCSCCCNC(=O)CCCN1C(=O)c2ccccc2Sc2ncccc21,97,101,0.1,92,102,94,1,108
Cc1ccc(NC(=S)N2CCC(NC(=O)c3ccccc3)CC2)cc1,104,99,0.1,85,93,96,1,97
CN1CCN(S(=O)(=O)c2ccc(N3CCN(S(=O)(=O)c4cccs4)CC3)nc2)CC1,100,101,-0.1,103,98,107,1,108
COc1ccc(-c2noc(CCCC(=O)NC3CCCC3)n2)cc1OC,111,94,0.1,100,108,109,-1,106
O=C(N/N=C/c1ccccc1F)C(=O)N1CCCCCC1,102,96,-0.1,99,99,90,9,103
O=C(Nc1ccc(-c2noc(-c3cccs3)n2)cc1)c1cccnc1,90,106,0.0,100,93,89,-8,95
CCOC(=O)c1cc(C)sc1NC(=O)CSC1=NCCS1,99,98,-0.4,112,105,103,0,104
COC(=O)c1cccc(CSC(=S)N2CCCC2)c1,100,107,0.1,98,104,103,3,103
COC(=O)c1sccc1NC(=S)Nc1ccc(F)cc1F,102,91,0.0,101,97,101,11,97
O=C(COC(=O)C1=NN(c2ccccc2)C(=O)CC1)NCc1ccccc1Cl,102,103,-0.1,97,98,100,1,101
CC1=NN(c2ccccc2)C(=O)C1N=Nc1cccc(O)c1 (configuration not stated),87,97,-0.2,78,93,85,37,86
CC(=O)Nc1ccc(C2=NNC(=Nc3ccc(S(=O)(=O)N4CCOCC4)cc3)SC2)cc1,99,108,0.0,103,102,110,-4,99
# Additional results:
SMILES,CIT2-GFP yeast,Yeast superoxide,Efflux pump inh,LAP4-GFP MLPCN,RPL19A TOR yeast,AGP1 TOR yeast,AHR act,MEP2 TOR yeast
CCOC(=O)c1c(/N=C/C2=C(O)CCCC2=O)sc(C)c1C,98,78,0.1,100,102,95,1,102
N#Cc1ccccc1COC(=O)c1ccc2c(c1)OCO2,97,94,0.2,103,91,92,3,99
C=CCN1C(=O)C(O)=C(C(C)=O)C1c1ccccc1F (configuration not stated),103,101,-0.1,107,103,104,6,102
COc1ccccc1NC(=O)COC(=O)/C=C/c1ccc2c(c1)OCO2,97,102,0.3,103,94,101,1,102
O=C1[C@H]2CC3CCC2(O3)[C@@H]2OCCCN12 (some centres not stated),101,96,-0.1,111,114,107,-2,101
NS(=O)(=O)c1ccc(NC(=O)CSc2ccccc2)cc1,99,87,0.1,90,99,96,1,101
CC(=O)c1ccc(NC(=O)CSc2nnc3ccc(-c4ccccn4)nn23)cc1,109,106,-0.1,98,96,97,22,99
CCCn1c(=N)c(S(=O)(=O)c2ccc(F)cc2)cc2c(=O)n3cccc(C)c3nc21,132,86,0.1,126,123,125,3,127
CCCC1COC(Cn2cncn2)(c2ccc(C)cc2)O1 (configuration not stated),102,132,0.0,123,107,113,0,113
O=C(Nc1ccccc1)NC1(C(=O)NCc2ccco2)CCCCC1,.,99,-0.2,98,107,106,0,108

# Three entries out of the list, arranged by molar mass, rising:
SMILES,CIT2-GFP yeast,Yeast superoxide,Efflux pump inh,LAP4-GFP MLPCN,RPL19A TOR yeast,AGP1 TOR yeast,AHR act,MEP2 TOR yeast
CCCC1COC(Cn2cncn2)(c2ccc(C)cc2)O1 (configuration not stated),102,132,0.0,123,107,113,0,113
NS(=O)(=O)c1ccc(NC(=O)CSc2ccccc2)cc1,99,87,0.1,90,99,96,1,101
O=C(Nc1ccccc1)NC1(C(=O)NCc2ccco2)CCCCC1,.,99,-0.2,98,107,106,0,108
